Bioassay records (PubChem)
mlh1 rad18: NCI yeast anticancer drug screen, S. cerevisiae mlh1 rad18 strain | AID 175 | 11% of 79,000 active | % growth inhibition at 50 µM;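 also: 0% = growth of vehicle-only cultures of the same strain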
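A repair-deficient yeast strain is exposed to test compound, and growth is scored relative to vehicle-treated controls.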
yeast mec2-1: NCI yeast anticancer drug screen, S. cerevisiae mec2-1 strain | growth inhibition, % at 50 µM | 9% of 79,000 active;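 also: 0% = growth of vehicle-only cultures of the same strain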
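Strain: mec2-1 (DNA repair/cell cycle alteration). Compound exposure, then growth measured; inhibition expressed relative to vehicle.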
yeast sgs1 mgt1: NCI yeast anticancer drug screen, S. cerevisiae sgs1 mgt1 strain; % growth inhibition at 50 µM; 10% of 78,000 active; AID 161;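 also: 0% = growth of vehicle-only cultures of the same strain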
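Growth of a repair-deficient yeast mutant was monitored after compound treatment and expressed as inhibition relative to vehicle-treated cultures.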
yeast rad50: NCI yeast anticancer drug screen, S. cerevisiae rad50 strain; growth inhibition, % at 50 µM; 10% of 79,000 active; AID 155;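 also: 0% = growth of vehicle-only cultures of the same strain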
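Growth of the mutant yeast was measured after compound exposure and referenced to vehicle-treated cultures.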
cln2 rad14: NCI yeast anticancer drug screen, S. cerevisiae cln2 rad14 strain; growth inhibition, % at 50 µM; 8.3% of 78,000 active; AID 165;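 also: 0% = growth of vehicle-only cultures of the same strain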
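Growth of compound-exposed yeast (cln2 rad14 genotype) measured and expressed as inhibition relative to vehicle.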
bub3: NCI yeast anticancer drug screen, S. cerevisiae bub3 mutant strain; % growth inhibition at 50 µM; 9.9% of 78,000 active;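 also: 0% = growth of vehicle-only cultures of the same strain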
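In this screen, a yeast mutant lacking normal mitotic checkpoint function is challenged with compound. Relative growth versus vehicle gives the inhibition value.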
* hit, by the source's call; . = not tested or not shown; & = joins results of further samples. Rule as the data show it: active = growth inhibition above about 70%; inactive = the rest. Compounds were not picked by outcome. About 14% of those tested had a hit in this group.

SMILES	mlh1 rad18	yeast mec2-1	yeast sgs1 mgt1	yeast rad50	cln2 rad14	bub3
CCOC(=O)/C(C#N)=C(\C)c1ccccc1O	-7	1	-8	-8	13	-12
CC(=O)c1ccc(N=NN(C)C)cc1	-16	1	-3	0	-18	-22
O=C1c2ccccc2C(=O)C2CC(c3ccccc3)=C(c3ccccc3)CC12 (centres undefined)	9	26	18	24	57	25
O=CC1(C(O)C2SCCCS2)SCCCS1 (centres undefined)	54	2	1	-5	-9	9
Cc1cc(C)cc(NC(N)=S)c1	12	0	7	12	-5	11
COCCCN(Cc1cc(OC)c(OC)c(OC)c1)C(=S)Nc1cccc(SC)c1	17	-19	40	14	26	51
Cc1cc(=O)[nH]c(NNC(C#N)c2c(O)ccc3ccccc23)n1 (centres undefined)	13	13	24	24	-3	1
CCOC(C)C(/C=N/NC(N)=S)=NNC(N)=S (centres undefined)	13	-14	2	-1	-4	-24
O=C(O)c1ccc(Cl)o1	6	-4	-23	8	-1	10
CC(=O)Nc1ccc(/C=C(\NC(=O)c2ccccc2)C(=O)NNS(=O)(=O)c2ccc(C)cc2)cc1	21	18	-9	22	-6	-4
CCC(C(N)=O)C(C)(C)C (centres undefined)	-1	-12	-5	0	7	12
CCCCCCCCCCCCCCCCOc1ccc(C(=O)O)cc1S(=O)(=O)N/N=c1/sc2cc(Cl)cc(Cl)c2n1C	10	-1	0	8	-5	-14
O[C@H]1C[C@@]2(Cl)C[C@@]1(Cl)C(Cl)=C2Cl	-9	-12	5	10	-34	-10
Cc1ccc(OC/C=N\N=C(N)N)cc1C	17	16	41	-8	-6	8
COC(=O)C1(C(=O)Nc2ccccc2)N=N1	8	8	2	14	3	-4
CC(C)N(C)c1ncnc2c1cnn2C	-14	-3	-4	-2	-15	2
O=C1CNN=C(Cn2nc(-c3ccccc3)c3ccccc3c2=O)N1	31	3	24	41	12	20
O=[N+]([O-])C1C=Nc2ccccc2N=C1	20	-17	18	20	21	5
O=c1c2c(F)c(F)c(F)c(F)c2sc2nccn12	87*	91*	85*	89*	90*	89*
Cc1c2cc[n+](C)c(C)c2cc2c1[nH]c1ccccc12	38	20	34	65	13	22
CC(=O)C1C(=O)C(=O)N(c2ccccc2C(C)C)C1=O (centres undefined)	30	7	12	19	21	12
CC1NCCC(CC(=O)O)C1CC(=O)O (centres undefined)	-10	-26	2	-8	-41	-27
CCN(CC)CC(=N)N(CC)c1ccccc1	28	7	5	26	12	24
N=C(N)SCCCCCCCCCCC(=O)O	5	-11	.	-12	.	.
COc1ccc(/C=N/NC(=O)NNC(=O)c2cc([N+](=O)[O-])cc([N+](=O)[O-])c2)cc1OC	32	13	37	33	15	4

Continued.
SMILES	mlh1 rad18	yeast mec2-1	yeast sgs1 mgt1	yeast rad50	cln2 rad14	bub3
CCN(CC)C(=S)SCC(=O)Nc1nc2c(s1)CCCC2	7	-1	-34	-9	4	11
CC12CC(=O)NN=C1c1ccccc1C2 (centres undefined)	-3	-11	18	4	30	-7
COc1cc2c(OC)c(c1)CCCC1=CC(=O)C=C(CCC2)C1=O	-4	-7	13	9	-30	35
CC(O)COc1ccc(C(C)C)cc1 (centres undefined)	9	-3	-4	7	-6	-2
O=C(Nc1ccc(Cl)c([N+](=O)[O-])c1)N(CC(O)c1ccccc1)C1CCCCC1 (centres undefined)	8	-9	13	9	-42	-2
Cn1cnc2c1c(=O)[nH]c(=O)n2C	10	-14	0	23	11	-25
NC(CCNCCc1ccccc1)CNCCc1ccccc1 (centres undefined)	-7	-12	11	30	-3	-6
CN(C)CCCCCCN	8	-54	10	2	2	4
CC(=O)OC1CC(n2cc(F)c(=O)[nH]c2=O)OC1CO (centres undefined)	2	12	-10	8	-17	0
CC/C(=N/O)c1ccc2[nH]c3c(C)cc([N+](=O)[O-])c(C)c3c2c1	-41	-31	-44	-26	-4	-33
CCCCCCCCCCCCCCCCCC(=O)OCC([N+](=O)[O-])([N+](=O)[O-])[N+](=O)[O-]	2	-1	-5	-9	-19	-26
O=C(NC1CCCCC1)c1ccccc1	13	9	-7	10	-28	7
CSc1nc2cc(C)c(C)cc2[nH]1	-7	-3	28	-5	-26	15
COC1=C(OC)C(=O)C(Sc2ccc3ccccc3c2)=C(Cl)C1=O	91*	94*	94*	95*	94*	92*
Cc1cc2c(c(Br)c1O)Oc1c(cc(C)c(O)c1Br)C21OC(=O)c2ccccc21	90*	93*	93*	91*	92*	91*
CCOP(=O)(C=C=C1CCC2[C@@H]3CCc4cc(OC)ccc4C3CC[C@]12C)OCC (some centres undefined)	98*	98*	98*	98*	98*	98*
COc1cc(C=Nc2ccc(C)c(Cl)c2)ccc1OC(=O)c1ccccc1	0	-9	-8	-22	-13	4
CN(C)CCNc1cccc2sc3ccc(O)cc3c(=O)c12	66	18	48	88*	45	36
C[C@H]1O[C@@H](C(C)(C)C)OC(=O)[C@@H]1C(OC(=O)c1ccccc1)c1cccc2ccccc12 (some centres undefined)	8	3	12	0	25	-3
COc1ccc(CNc2cc(OC)cc(OC)c2)cc1	-7&-16	-2&-16	-2&-1	-10&-25	19&7	5&-10
Cc1ncc(COP(=O)(O)O)c(C2NC(C(=O)O)CS2)c1O (centres undefined)	-6	21	-9	2	-9	-3
CN1CCCC(=O)c2ccccc21	-5	-3	-18	-7	-11	-14
C1CCC2(CC1)CCNCC2	-8&2	0&-42	10&-1	-9&2	-22&13	2&-13
COc1ccc(/C(Cl)=C(\C=O)c2ccc(Cl)c(Cl)c2)cc1	98*	99*	99*	99*	92*	98*
COC(=O)C1CC(C(=O)OC)C(=O)c2ccccc2C1=O (centres undefined)	-5	-14	-21	-8	-13	-14

15 entries from above in another layout.
The line under a structure holds: mlh1 rad18	yeast mec2-1	yeast sgs1 mgt1	yeast rad50	cln2 rad14	bub3
CCOC(=O)/C(C#N)=C(\C)c1ccccc1O
→ -7	1	-8	-8	13	-12
CC(=O)c1ccc(N=NN(C)C)cc1
→ -16	1	-3	0	-18	-22
O=C1c2ccccc2C(=O)C2CC(c3ccccc3)=C(c3ccccc3)CC12 (centres undefined)
→ 9	26	18	24	57	25
O=CC1(C(O)C2SCCCS2)SCCCS1 (centres undefined)
→ 54	2	1	-5	-9	9
Cc1cc(C)cc(NC(N)=S)c1
→ 12	0	7	12	-5	11
COCCCN(Cc1cc(OC)c(OC)c(OC)c1)C(=S)Nc1cccc(SC)c1
→ 17	-19	40	14	26	51
Cc1cc(=O)[nH]c(NNC(C#N)c2c(O)ccc3ccccc23)n1 (centres undefined)
→ 13	13	24	24	-3	1
CCOC(C)C(/C=N/NC(N)=S)=NNC(N)=S (centres undefined)
→ 13	-14	2	-1	-4	-24
O=C(O)c1ccc(Cl)o1
→ 6	-4	-23	8	-1	10
CC(=O)Nc1ccc(/C=C(\NC(=O)c2ccccc2)C(=O)NNS(=O)(=O)c2ccc(C)cc2)cc1
→ 21	18	-9	22	-6	-4
CCC(C(N)=O)C(C)(C)C (centres undefined)
→ -1	-12	-5	0	7	12
CCCCCCCCCCCCCCCCOc1ccc(C(=O)O)cc1S(=O)(=O)N/N=c1/sc2cc(Cl)cc(Cl)c2n1C
→ 10	-1	0	8	-5	-14
O[C@H]1C[C@@]2(Cl)C[C@@]1(Cl)C(Cl)=C2Cl
→ -9	-12	5	10	-34	-10
Cc1ccc(OC/C=N\N=C(N)N)cc1C
→ 17	16	41	-8	-6	8
COC(=O)C1(C(=O)Nc2ccccc2)N=N1
→ 8	8	2	14	3	-4

Next structures.
SMILES	mlh1 rad18	yeast mec2-1	yeast sgs1 mgt1	yeast rad50	cln2 rad14	bub3
O=C(NC(=O)c1ccccc1)OC(c1ccccc1)C1CO1 (centres undefined)	19	10	11	-1	9	-34
OCCN1CCN(CCO)C1=S	1	-8	4	4	-1	3
C#CCSc1nnnn1-c1ccccc1	12	-20	22	-1	19	16
COC(=O)C(=O)C(/C=N/C(=S)NC1CCCCC1)=C(\O)c1ccc(F)cc1	-3	-25	-8	-32	-5	-16
COC(=O)CCSC(=S)NCc1ccccc1	-13	-30	-20	-14	-222	-3
CC(=O)OCc1ccc(/C=N/Nc2ccc([N+](=O)[O-])cc2[N+](=O)[O-])cc1Br	2	-15	25	39	-7	3
C[n+]1cc2c3ccccc3ccc2c2ccccc21	40	53	75*	59	56	47
COC(=O)c1c[nH]c2c1-c1cc(C(=O)OCc3ccccc3)n(S(=O)(=O)c3ccc(C)cc3)c1C(=O)C2=O	21	1	0	-4	7	-7
NC(=O)c1c(-c2ccccc2)c(-c2ccccc2)n[nH]c1=O	-14	-9	10	-7	-17	-6
O=C1CSC2=NC3=C(CSC/C3=C\c3ccccc3)C(c3ccccc3)N12 (centres undefined)	-26	12	21	14	36	21
O=c1[nH]c(/C=C(\O)c2ccncc2)nc2ccccc12	-18	-23	-6	-8	12	-9
Nc1ccc(Cc2ccc(N)c(Br)c2)cc1Br	32	14	25	-1	-19	-15
COC(=O)C(=O)CC(=O)CCn1[nH]c(=O)c(Cl)c(Cl)c1=O	-12	-19	-16	-21	-5	-16
CCOP(=O)(OCC)OC1CC(n2cc(C)c(=O)n(C)c2=O)OC1CO[Si](C)(C)C(C)(C)C (centres undefined)	-13	2	26	19	18	21
C[C@]12CC[C@@H](O)O[C@@H]1CC[C@@H]1[C@@H]2CC[C@]2(C)[C@@H](O)CC[C@@H]12	-7	-15	12	-14	-66	-17
CC1CCN(C(=O)C(c2ccccc2)c2ccccc2)CC1	-5	-7	-3	27	-19	1
CC(=O)N1CCCC2=C1CCCCCC2	-30	20	-1	-10	-4	-1
CCC(C)C(NC(=O)Cc1ccccc1)C(=O)O (centres undefined)	6	-9	-4	5	-23	9
O=C(O)CCSc1ccccc1	20	-23	-14	25	-73	-3
CCOC(=O)c1c(NS(=O)(=O)c2ccc(C)cc2)sc(C)c1C	-17	8	6	-6	-46	-2
COC(=O)N1C=CC2ON=C(S(=O)(=O)c3ccccc3)C2C1 (centres undefined)	22	-10	26	30	17	18
O=C(N=c1sc2ccccc2s1)N=c1sc2ccccc2s1	50	-3	48	46	84*	30
CCOc1nc(OCC)c2cnn(C)c2n1	-4	2	-4	6	-29	8
O=C(CCN1CCCC1)c1ccc2ccccc2c1	22	49	66	33	44	59
O=C(c1ccccc1)C(Br)C(Br)c1ccc(Cl)c(Cl)c1 (centres undefined)	78*	24	60	-9	-16	13

(more compounds)
SMILES	mlh1 rad18	yeast mec2-1	yeast sgs1 mgt1	yeast rad50	cln2 rad14	bub3
C(=C/c1ccc(/C=C/C=C\c2ccccc2)cc1)/C=C/c1ccccc1	-12	-2	14	-4	-51	-2
COc1cc2[nH]c(-c3ccccc3)cc(=O)c2cc1OC	-16	-18	-42	-37	12	-4
C=C1C(=O)O[C@@H]2/C=C(\C)CC/C=C(/C)CC[C@@H]12	58	52	62	46	33	54
CCOC(=O)CCN(Cc1ccccc1)CC(C)C(=O)OC (centres undefined)	-9	-13	-10	-19	-8	-20
CCCCCCCN1C=CCC(S(=O)(=O)N2CCOCC2)=C1	-2	-8	-11	-16	4	-17
CSc1nc(N(C)C)c2[nH]c(C)nc2n1	32	10	-7	7	37	11
CC(=O)Oc1c(C/C=C/c2ccccc2)c(OC(C)=O)c2cc(Br)ccc2c1OC(C)=O	27	18	7	16	-22	-2
C=CC(=O)NC(C)(C)C	10	28	-1	22	49	12
O=c1c(Cl)c(Cl)cnn1-c1ccc([N+](=O)[O-])cc1[N+](=O)[O-]	6	7	3	6	-4	-1
O=C(/C=C/c1ccccc1)Cc1ccccc1	35	49	67	65	48	20
NCC(c1ccccc1)C1CCCCC1 (centres undefined)	15	-2	5	13	-8	-4
Cc1cccc2c1NC(c1c(C)[nH]c3ccccc13)C2 (centres undefined)	67	25	27	29	30	30
CC(C)(O)C(O)COc1c2c(cc3oc(=O)ccc13)OCO2 (centres undefined)	26	4	19	26	-1	32
C[n+]1c(I)ccc2ccccc21	36	36	53	35	15	16
CCCc1cc2c3c(c(=O)oc2cc1O)CCCCC3	-14	19	5	-18	-22	-10
NC1N=Nc2ccccc21 (centres undefined)	41	-6	13	0	4	-2
Cc1ccc2c(c1O)C(=O)c1ccccc1C2=O	46	13	-9	35	-17	30
O=C(O)CCCC(O)(O)C(=O)O	2	-1	8	2	-30	4
CC(O)CN1CCOCC1 (centres undefined)	4	2	0	10	15	-10
C1CCC2CC(NC3=NCCO3)CCC2C1 (centres undefined)	-86	21	0	9	-7	22
CCCCC1CCC/C(=N/NC(N)=O)C1 (centres undefined)	6	-8	2	-16	-11	8
CCO/C=N/c1[nH]c(SCC)c(C#N)c1C#N	1	2	16	3	4	-1
CCC(=O)OC1(c2ccccc2)C(CN(C)C)CCCC1CN(C)C (centres undefined)	-15	-18	-22	-11	-48	3
O=c1oc(-c2ccccc2)nc2c1CCCS2	-3	-1	-6	-1	2	-8
C=CC1(CC)/C(=N\O)C(CC)(CC)C(=O)N1O (centres undefined)	-25	-28	-26	-36	9	-15
Cc1cc(N(CCOS(C)(=O)=O)CCOS(C)(=O)=O)ccc1C=Nc1ccc(-c2csc(-c3ccc(Cl)cc3)n2)cc1	95*	97*	96*	94*	88*	90*
O=C1C=C(Br)C(=O)C(Br)=C1	98*	100*	99*	94*	26	94*
